Smad3 inh = Smad3/FoxH1 peptide binding inhibitors, primary screen, biochemical, TR-FRET; Mothers against decapentaplegic homolog 3 (Homo sapiens), P84022; inhibition, % at 25 µM; TR-FRET Smad3/Dy647-FoxH1 peptide binding, europium anti-His; AID 630, 2007; hit rate 0.29% among 88,000;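 active = compounds that reduce the energy-transfer binding signal between the protein and its labelled peptide by more than half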;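 also: 0% = Smad3 plus labelled peptide maximal FRET and 100% = peptide-only background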
Target sequence (P84022 whole entry, looked up): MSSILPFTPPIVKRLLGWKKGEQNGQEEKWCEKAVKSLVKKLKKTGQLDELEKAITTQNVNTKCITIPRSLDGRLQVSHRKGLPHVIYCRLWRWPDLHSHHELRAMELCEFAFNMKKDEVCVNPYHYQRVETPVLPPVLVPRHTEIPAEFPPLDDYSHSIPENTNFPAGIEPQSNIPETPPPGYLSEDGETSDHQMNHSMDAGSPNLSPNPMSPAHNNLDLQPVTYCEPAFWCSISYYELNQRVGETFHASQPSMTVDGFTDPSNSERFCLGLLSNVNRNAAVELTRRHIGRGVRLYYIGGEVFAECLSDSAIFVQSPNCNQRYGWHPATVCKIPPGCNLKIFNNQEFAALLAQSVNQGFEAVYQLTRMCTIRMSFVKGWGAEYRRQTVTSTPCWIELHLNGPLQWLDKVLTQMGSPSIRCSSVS
Mac1 fbg inh = inhibitors of CD11b/CD18 adhesion to fibrinogen, primary screen, K562 cells, luminescence. Integrin beta-2 (Homo sapiens) + Integrin alpha-M (Homo sapiens), P05107+P11215. ATPlite luminescence; Mn2+ added to activate the integrin. inhibition, % at 10 µM. hit rate 0.54% among 93,000;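 active = primary inhibition of 50% or more at 10 µM, then 40% or more on retest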; also: some results filed as inactive read as strong as hits
ERa coact pot = enhancers of ERα–SRC-1 coactivator binding, primary screen, biochemical, TR-FRET, ERα LBD, low estradiol. Estrogen receptor (Homo sapiens), P03372. TR-FRET ERalpha-LBD/SRC-Cy5 coactivator binding, 2 h; 100 = basal binding, no effect. coactivator binding (% of control), % at 25.6 µM. hit rate 1.3% among 86,000; in the data active = activity above about 200%;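 also: binding measured in presence of low estradiol as agonist stimulus; 0% = peptide alone without receptor and 100% = receptor with peptide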
Target sequence (P03372 whole entry, looked up, the tested form may be a part): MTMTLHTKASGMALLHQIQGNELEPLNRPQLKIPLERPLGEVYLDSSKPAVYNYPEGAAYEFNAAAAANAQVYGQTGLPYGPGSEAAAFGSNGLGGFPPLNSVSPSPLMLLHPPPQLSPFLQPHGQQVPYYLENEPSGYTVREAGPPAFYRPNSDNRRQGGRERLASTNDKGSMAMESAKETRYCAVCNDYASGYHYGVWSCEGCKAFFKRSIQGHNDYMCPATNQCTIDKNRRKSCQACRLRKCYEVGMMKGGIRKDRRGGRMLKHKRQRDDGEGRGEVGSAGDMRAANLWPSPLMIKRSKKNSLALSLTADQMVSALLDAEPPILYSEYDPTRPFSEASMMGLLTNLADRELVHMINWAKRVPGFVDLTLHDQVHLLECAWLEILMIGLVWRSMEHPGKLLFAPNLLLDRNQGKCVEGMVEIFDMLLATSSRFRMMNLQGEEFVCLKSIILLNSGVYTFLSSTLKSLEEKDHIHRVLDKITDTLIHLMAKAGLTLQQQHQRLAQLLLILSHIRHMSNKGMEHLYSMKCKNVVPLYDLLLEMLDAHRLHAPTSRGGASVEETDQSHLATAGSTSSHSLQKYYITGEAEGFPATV
MT1-MMP txn act = MT1-MMP promoter reporter activation – cell-based, luciferase luminescence, primary screen | hit rate 0.16% among 86,000 | HT1080 MT1-MMP promoter luciferase reporter, overnight; hits give high values | activation factor at 10 µM;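 active = activation factor of at least 2 for MT1-MMP transcription at 10 µM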
sEH activator = soluble epoxide hydrolase activators, primary screen, biochemical, human sEH | activation, % at 2 µM | Bifunctional epoxide hydrolase 2 (Homo sapiens), P34913 | purified human sEH enzymatic activity, activator screen | hit rate 0.04% among 91,000; in the data active = activation above about 37%; also: values of inactives mirror those of a sister screen read the other way
Candida biofilm = clotrimazole potentiators killing Candida biofilms, primary screen, with clotrimazole, Alamar Blue; C. albicans biofilm + clotrimazole; inhibition, % at 6 µM; hit rate 0.14% among 85,000;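 active = inhibition above 20%; inactive = inhibition below 20%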;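 also: preformed 24 hr biofilms exposed to compound for 48 hr; 0% = biofilm without compound and 100% = blank killed by clotrimazole plus chlorhexidine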
Mac1 fbg enh = enhancers of CD11b/CD18 adhesion to fibrinogen, primary screen, K562 cells, luminescence. ATPlite luminescence. activation, % at 10 µM. hit rate 0.07% among 93,000. AID 1499, 2009;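 active = 10 µM primary screen giving 50% or more activity, confirmed by 40% or more on retest at that dose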; also: strong numbers were not always called active; reference of the scale not given here
ERb SRC1 inh = inhibitors of ERβ-SRC1 coactivator interaction, primary screen, biochemical, TR-FRET, ERβ LBD, SRC-1 peptide; Estrogen receptor beta (Homo sapiens), Q92731; TR-FRET ER-beta LBD / SRC1-Cy5 peptide binding; receptor agonist-loaded with 1 µM estradiol; inhibition, % at 25.6 µM; hit rate 1.3% among 86,000;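 active = compounds whose percent inhibition of the receptor-coactivator binding signal exceeds about 50% in the single-dose screen, limit read from the data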;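 also: 0% = receptor plus peptide wells without compound and 100% = peptide-only wells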
sEH inhibitor = soluble epoxide hydrolase inhibitors, primary screen, biochemical, human sEH. inhibition, % at 2 µM. recombinant human sEH enzymatic activity assay. Bifunctional epoxide hydrolase 2 (Homo sapiens), P34913. AID 707, 2007. hit rate 0.34% among 91,000; in the data active = inhibition above about 80%; also: values of inactives mirror those of a sister screen read the other way; many of its hits are not listed in these tables
* hit, by the source's call; nt = not tested or not shown; [ ] = another dose, or the depositor's remark.

SMILES	Smad3 inh	Mac1 fbg inh	ERa coact pot	MT1-MMP txn act	sEH activator	Candida biofilm	Mac1 fbg enh	ERb SRC1 inh	sEH inhibitor
O=C(Nc1cccc2cccnc12)c1cccc2ccccc12	7	-33	107	0.9	-6	-4	0	-8	3
O=c1cc(N2CCN(c3ccccc3)CC2)[nH]c(=O)n1Cc1ccc(F)cc1	1	11	108	1.1	4	9	-2	-1	-2
CC1(C)C2CCC1(CS(=O)(=O)N1CCOCC1)C(=O)C2 (stereo unspecified)	2	2	104	1.1	-10	6	-1	1[fluorescence artefact?]	11
COc1ccc(CCNC(=O)c2c(O)c3c([nH]c2=O)CCCC3)cc1	-8	4	117	nt	-7	-5	-2	-2	7
CCC(=O)Nc1cccc(NC(=O)CSc2nnc(-c3ccc(NS(C)(=O)=O)cc3)n2C)c1	6	-9	97[fluorescence artefact?]	1.1	-4	-3	-5	27	5
Brc1ccc(C2=Nn3c(nnc3-c3ccncc3)SC2)cc1	-14	nt	114[fluorescence artefact?]	1.1	-5	11	nt	5[fluorescence artefact?]	3
Cc1cc(NC(=O)C2C3C(=O)N(Cc4ccc(Cl)cc4)C(C(=O)NC(C)(C)C)C34C=CC2(C)O4)no1 (stereo unspecified)	18	nt	99	1.1	-4	4	nt	-2	3
Cc1cccc(S(=O)(=O)c2c(N)n(Cc3ccco3)c3nc4ccccc4nc23)c1	14	8	88[fluorescence artefact?]	1	15	4	-2	61*	-17
Cc1cc2nc(-c3cccc(NC(=O)c4ccc(Br)o4)c3C)oc2cc1C	5	45	101	0.9	-22	4	4	0	22
CCOC(=O)c1sc2nccc(N(C)C)c2c1N=CN(C)C	3	-10	111	1.1	nt	2	-3	-8[fluorescence artefact?]	nt
Cc1nn2c(-c3ccc(Cl)cc3)ccnc2c1-c1ccccc1	nt	15	nt	nt	-6	nt	-1	nt	8
C/C=C/C(=O)Nc1nnc(C(C)C)s1	10[fluorescence artefact?]	nt	120	1.3	-11	5	nt	-14[fluorescence artefact?]	11
OCCn1c(-c2ccc3c(c2)OCO3)csc1=Nc1ccccc1	-1	62	81	1.6	5	7	-7	3	-6
CCOc1ccc(CCN2C(=O)CCC2(C)C(=O)NC(C)CC)cc1OCC (stereo unspecified)	nt	-14	nt	1.1	11	nt	-6	nt	-12
N#C/C(=C(/O)CSc1nnc(Cc2cccs2)n1C1CCCCC1)c1nc2ccccc2[nH]1	7	13	58[fluorescence artefact?]	1.3	nt	6	26	-3	nt
CCC(C)NC(=O)C1CCN(c2nc(OC)nc(OC)n2)CC1 (stereo unspecified)	-3	nt	112	1.2	11	10	nt	-26[fluorescence artefact?]	-12
CN(C)C(CNS(=O)(=O)c1ccc(Cl)cc1)c1cccnc1 (stereo unspecified)	-18	-4	97[fluorescence artefact?]	nt	6	10	1	10	-4
CCCCn1c(-c2ccncc2)nc2c1c(=O)[nH]c(=O)n2CC(C)C	1	-2	97	1.1	2	5	-1	-12	-4
Cc1cccc(C(=O)NC2CC3CCCC(C2)N3S(=O)(=O)c2ccccc2)c1 (stereo unspecified)	2	-49	102	1.1	2	-1	-1	-3[fluorescence artefact?]	-4
COc1ccccc1C(=O)Nc1cccc(N(C)S(C)(=O)=O)c1	-5	nt	94	1	9	5	nt	-7	-10
Cc1cc(C(=O)Nc2cccc(C(=O)O)c2)oc1C	-2	-4	110	nt	nt	1	3	0	nt
CCOc1ccc2ccccc2c1CNCCN1CCOCC1	-3	-12	106	1.3	6	-3	2	4[fluorescence artefact?]	-8
CCc1cccc(Nc2cc(C)nc3nc(C)nn23)c1	-5	nt	110	1.1	nt	8	nt	-11	nt
Cn1c(=O)c2c(nc(CN3CCN(CCO)CC3)n2CCc2ccccc2)n(C)c1=O	-10[fluorescence artefact?]	nt	101[fluorescence artefact?]	1	nt	12	nt	40[fluorescence artefact?]	nt
Cn1c(=O)c2c(nc(SCC(=O)Nc3ccccc3)n2C)n(C)c1=O	-5	3	89	1	nt	13	-1	5	nt
Remaining list, next part:
SMILES	Smad3 inh	Mac1 fbg inh	ERa coact pot	MT1-MMP txn act	sEH activator	Candida biofilm	Mac1 fbg enh	ERb SRC1 inh	sEH inhibitor
CC(C)Cc1ccc(S(=O)(=O)N2CCN(C(=O)c3ccco3)CC2)cc1	-4	-1	118	1.1	-4	11	-3	-7	3
O=S(=O)(c1ccc(Cl)cc1)n1nnc2ccccc21	16[fluorescence artefact?]	nt	95	1.1	-5	-1	nt	-10	7
CCc1cccc(C)c1NC(=O)CSc1nc2ccccc2n1CC(=O)N(C)C	-9	1	96	1.1	nt	4	2	-1	nt
CCOCCCNC(=O)CCSc1ccc(C)cc1	-3	nt	107	1	-12	1	nt	2[fluorescence artefact?]	14
COc1cccc(-c2nn3c(-c4ccco4)nnc3s2)c1	4	-20	92	1.1	nt	7	-2	12	nt
CCCCn1c2nc3ccccc3nc2c2c(=O)n(CC(C)C)cnc21	-4	nt	110	1	nt	0	nt	-7	nt
Cc1nc2c(C(=O)O)cnn2c(C)c1Cc1ccccc1F	6	-4	106	1.2	nt	8	7	1	nt
CCC(C)(C)NC(=O)C(c1ccc(F)cc1)N(Cc1ccco1)C(=O)c1snc(C(N)=O)c1N (stereo unspecified)	1	-5	145	1.3	6	8	-4	-3	-5
O=C(Cn1c(=O)oc2cc(S(=O)(=O)N3CCCCCC3)ccc21)NC1CCCCC1	4	34	349*	1.1	-35	-4	3	38[fluorescence artefact?]	38
COc1ccc(-c2cc(C(F)(F)F)nc(SCC(=O)N3CCOCC3)n2)cc1OC	0	4	89[fluorescence artefact?]	1	-2	1	-4	-15	6
O=c1cc(N2CCC3(CC2)OCCO3)[nH]c(=O)n1-c1ccc(Br)cc1	0	nt	104	1.2	-3	8	nt	-12	6
O=C(CN1CCN(c2ccc(Cl)cc2)CC1)Nc1cccc(F)c1	0	2	118	1.1	19	6	-5	-3	-18
O=C(O)COc1ccccc1O	8	-9	129	1	7	3	-4	-6	-9
CCC(CC)C(=O)Nc1ccccc1NC(C)=O	-2	-7	85	1.2	5	5	0	-4[fluorescence artefact?]	-5
N#Cc1c(N)nc2c(c1N)CC(=O)N2c1ccccc1-c1ccccc1	3	-9	115	1.1	nt	11	0	13	nt
O=C(C1CCN(S(=O)(=O)c2cccs2)CC1)N1CCN(c2ccccc2)CC1	-2	0	92	1.2	6	-1	-1	-9	-4
NC(=O)[C@H](Cc1cc2ccccc2s1)NC(=O)[C@@H]1CC2(CC(c3cccc(NC(=O)[C@@H]4CCC(=O)N4)c3)=NO2)CN1C(=O)c1ccccc1 (stereo partly specified)	nt	-5	nt	nt	-18	nt	8	nt	19
COc1ccc(-c2cc(CCCC(=O)NCCc3cc(OC)ccc3OC)no2)cc1	4	8	101	1	-33	-4	-2	-13	32
CC(Oc1ccc(Cl)cc1)C(=O)Nc1ncccn1 (stereo unspecified)	1	-1	220*	1	nt	7	-1	-10[fluorescence artefact?]	nt
CC(Sc1nnc(NC(=O)c2cc3ccccc3oc2=O)s1)c1ccccc1 (stereo unspecified)	-12	2	71	nt	-7	2	-2	17[fluorescence artefact?]	9
CCOC(=O)c1sc(C)c2c1NC(C)(c1cccs1)NC2=O (stereo unspecified)	9	-45	119	1	8	0	2	-3	-10
Cc1cc(C)cc(N(CC(=O)NCc2cccnc2)S(C)(=O)=O)c1	-2	-10	121	1.1	4	4	0	-12	-3
COc1ccc(-c2nn3c(COc4ccccc4)nnc3s2)cc1OC	-3	-21	95	1.1	nt	4	-2	-3	nt
CCOc1ccc(-n2c(N)c(C(=O)NCC3CCCO3)sc2=S)cc1 (stereo unspecified)	-1	nt	99[fluorescence artefact?]	1.1	9	8	nt	-9	-5
CCOC(=O)c1sc(NS(=O)(=O)c2cc(C)ccc2C)nc1C	3	19	90	1.1	-4	-3	-3	0[fluorescence artefact?]	2
Other records:
SMILES	Smad3 inh	Mac1 fbg inh	ERa coact pot	MT1-MMP txn act	sEH activator	Candida biofilm	Mac1 fbg enh	ERb SRC1 inh	sEH inhibitor
Nc1nonc1-c1nc2ccccc2n1Cc1ccc(F)cc1Cl	9	nt	114	1.1	nt	10	nt	-6	nt
CC(=O)NCCc1ccc(S(=O)(=O)N(C)C2CCS(=O)(=O)C2)cc1 (stereo unspecified)	0	-5	128	1.1	-10	1	0	-2	9
Cc1cc(-c2cccs2)n[nH]1	6[fluorescence artefact?]	-8	105	1.1	nt	11	-1	-1	nt
CN1C(=O)CC(C(=O)Nc2ccc(F)cc2)SC1=Nc1ccc2c(c1)OCO2 (stereo unspecified)	10	-59	40[fluorescence artefact?]	1.1	-3	3	-1	27	6
O=C1c2ccccc2NC(c2cnc3ccccc3n2)N1O (stereo unspecified)	9	-2	95	0.9	-11	5	-1	-18	9
O=C(C1CCCO1)N1CCC(O)(c2ccccc2)CC1 (stereo unspecified)	-6	0	82	1.1	-2	6	-2	13	3
c1ccc(-n2ncc3c2ncn2cnnc32)cc1	7	nt	119[fluorescence artefact?]	1.1	2	4	nt	3	0
CCc1nnc(NC(=O)CSc2nnc(-c3ccccc3NC(=O)c3ccccc3)o2)s1	35[fluorescence artefact?]	5	285*[fluorescence artefact?]	0.9	-8	10	0	31[fluorescence artefact?]	9
CCOc1ccc2nc(NC(=O)C3CCN(S(=O)(=O)c4cnc[nH]4)CC3)sc2c1	4	0	77	1	-2	4	-1	-6	0
CC(Sc1cccc(C(F)(F)F)c1)C(=O)NC(N)=O (stereo unspecified)	4	7	115	1.1	nt	3	1	-6	nt
Cc1ccc(S(=O)(=O)N2CCN(C(=O)CN3CCc4ccccc4C3)CC2)cc1	-4	-2	116[fluorescence artefact?]	1.1	3	-3	2	9	-4
O=C(Nc1ccc(C(=O)N2CCCC2)cc1)c1ccccc1F	-12	0	109	1.2	-6	8	0	-6[fluorescence artefact?]	8
COc1ccc(NC(=O)Cc2ccc(Cl)cc2)cc1NC(=O)c1ccco1	-4	-13	115	nt	9	5	0	0	-9
COc1ccccc1N(C)S(=O)(=O)c1ccc(C(=O)N2CCC(C(N)=O)CC2)cc1	nt	0	nt	nt	-11	nt	-1	nt	13
CCCc1cn(S(=O)(=O)c2ccc(OC)cc2OC)nc1N	2	2	109	1.3	-2	0	5	-21	5
Cc1nnc(SCC(=O)NCc2ccco2)n1-c1ccc(F)cc1	-1	nt	106	1.3	-3	6	nt	-6	8
O=C(Nc1cccc(C(F)(F)F)c1)c1cccnc1	1	-6	104	1	10	6	2	11	-16
COc1ccc(S(N)(=O)=O)cc1C(=O)NCC1(N2CCCCC2)CCCCC1	4	6	134	1.1	13	5	-1	-15	-13
COc1ccc(N2CCN(C(=O)c3cccc(N4C(=O)C5CC=CC(C)C5C4=O)c3)CC2)cc1 (stereo unspecified)	3	nt	105	1	nt	7	nt	-4	nt

Bioassay records from PubChem.

Some of the compounds tested (hit frequency here may not be typical).
